Bioassay records deposited in PubChem BioAssay by National Center for Advancing Translational Sciences (NCATS).
RXFP1 agonist = activates the human relaxin receptor RXFP1. 370,000 tested, 0.3% active. AID 2676. HEK293T-RXFP1 cAMP TR-FRET, 30 min; response scale: percent of porcine relaxin response, buffer zero. Potency, µM (titrated, usually from 57.5 µM), for inactives: top-dose activation, actives largely listed as activators; also: potency is read from the fitted curve at half-maximal effect; % is scaled to controls: 0 for no effect and ±100 for the full control effect; nearly all actives have a fitted effect of over 60% in size; many of its hits are not listed in these tables
Target sequence (Q9HBX9 whole entry, looked up): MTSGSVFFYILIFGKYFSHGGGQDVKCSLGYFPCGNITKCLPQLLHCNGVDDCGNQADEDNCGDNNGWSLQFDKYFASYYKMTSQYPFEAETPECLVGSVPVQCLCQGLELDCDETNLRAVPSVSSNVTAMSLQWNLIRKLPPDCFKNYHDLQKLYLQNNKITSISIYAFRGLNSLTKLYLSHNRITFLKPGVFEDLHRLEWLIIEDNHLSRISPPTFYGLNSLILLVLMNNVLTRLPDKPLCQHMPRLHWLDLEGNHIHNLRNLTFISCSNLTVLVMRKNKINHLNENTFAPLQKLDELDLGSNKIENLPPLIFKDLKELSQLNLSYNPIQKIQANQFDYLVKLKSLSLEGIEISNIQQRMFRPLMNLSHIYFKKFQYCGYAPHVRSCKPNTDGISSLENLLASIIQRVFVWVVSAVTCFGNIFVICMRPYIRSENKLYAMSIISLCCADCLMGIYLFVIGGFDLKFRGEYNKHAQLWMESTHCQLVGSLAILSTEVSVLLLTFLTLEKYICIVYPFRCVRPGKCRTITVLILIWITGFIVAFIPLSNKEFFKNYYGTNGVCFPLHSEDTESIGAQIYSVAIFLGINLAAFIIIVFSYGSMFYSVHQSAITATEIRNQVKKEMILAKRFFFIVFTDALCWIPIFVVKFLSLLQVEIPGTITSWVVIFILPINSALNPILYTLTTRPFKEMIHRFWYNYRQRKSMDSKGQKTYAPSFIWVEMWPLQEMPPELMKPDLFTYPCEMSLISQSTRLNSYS
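cAMP rise read by TR-FRET after 30 min, 37C compound exposure (up to 58 uM) in RXFP1-transfected HEK293 cells with Ro 20174 present. EC50 from Hill-equation fits, with 29 nM porcine relaxin as 100% and buffer as basal.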
Anesthetic bind = binds horse apoferritin like a general anesthetic; P02791; apoferritin/1-aminoanthracene competitive binding, fluorescence; Potency, µM (titrated, usually from 77.5 µM), for the others: top-dose activity change, negative = displacement, most hits filed as inhibitors; 350,000 tested, 0.074% active; AID 485281; also: potency is read from the fitted curve at half-maximal effect; % is scaled to controls: 0 for no effect and ±100 for the full control effect; nearly all actives have a fitted effect of over 20% in size
Target sequence (P02791 2-175 limits assumed): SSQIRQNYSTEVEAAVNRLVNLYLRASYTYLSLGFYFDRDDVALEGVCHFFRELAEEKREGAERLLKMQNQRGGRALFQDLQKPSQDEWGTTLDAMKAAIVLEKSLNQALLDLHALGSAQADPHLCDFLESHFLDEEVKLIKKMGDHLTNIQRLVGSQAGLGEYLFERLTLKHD
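In PBS, apoferritin at 10 uM is loaded with 1-AMA from a 50% saturated solution. After 10 min of compound exposure at ambient temperature, reduced 535 nm fluorescence indicates probe displacement.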
TRHR PAM = allosteric enhancers of human TRH receptor. TRHR cells, fluo-8 calcium fluorescence, EC20 TRH enhancement. enhancement, % at 2 µM. 360,000 tested, 0.66% active; in the data active = enhancement above about 30%; also: 0% is about no effect
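Enhancer read-out: after compound pinning and an initial kinetic agonist-mode read, an EC20 of TRH (10 nM final) was injected and fluo-8 calcium signal (Ex 480/Em 530) followed at 1 s/cycle for 100 cycles in TRHR-expressing cells.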
D1 potentiator = enhances dopamine response at the human D1 receptor; P21728; HEK293 TREx D1 cells, calcium flux, dopamine EC20 potentiation; potentiation, % at 10 µM; 360,000 tested, 0.036% active; AID 504651; in the data active = potentiation above about 30%; also: 0% is about no effect
TRHR agonist = TRH receptor (human) agonism | P34981 | TRHR cells, calcium flux fluo-8, FDSS agonist mode | activation, % at 2 µM | 360,000 tested, 0.18% active; in the data active = activation above about 30%; also: 0% is about no effect
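TRHR-expressing cells loaded with fluo-8 calcium dye; 23 nL library compound pin-transferred, kinetic FDSS fluorescence (Ex 480/Em 530) recorded about 180 s for agonist-induced calcium release, before a 10 nM TRH EC20 addition for potentiator mode.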
D1 antagonist = blocks dopamine activation of the human D1 receptor; P21728; HEK293 TREx D1 cells, calcium flux, dopamine EC80; stronger effect = lower value; activity change, negative = inhibition, % at 10 µM; 360,000 tested, 3.2% active; AID 504652; in the data active = activity change below about -30%; also: % is scaled to controls: 0 for no effect and ±100 for the full control effect
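Cells carrying a force-coupled, tetracycline-inducible human D1 receptor report calcium flux. Each well gets a 10 s baseline, compound with 180 s monitoring, then an EC80 dopamine stimulus with a second 180 s kinetic read.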
RXFP1 antag = antagonists of human relaxin receptor RXFP1; 350,000 tested, 0.59% active; HEK293-RXFP1, relaxin-stimulated cAMP HTRF, 30 min; stronger effect = lower value; Q9HBX9; activity change, negative = inhibition, % at 57.5 µM;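 active = activity change of -60% or lower, but not beyond a set lower limit; inconclusive = change between -60% and -40%, or beyond the set limit; inactive = change above -40%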; also: % is scaled to controls: 0 for no effect and ±100 for the full control effect
D2 PAM = positive allosteric modulators of human D2 dopamine receptor; P14416; HEK293 T-REx D2, calcium flux, EC20 dopamine potentiation; potentiation, % at 10 µM; 340,000 tested, 0.34% active; AID 485347;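 active = potentiation over 3 SD above the plate norm, cut at about 30% in these data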; also: 0% is about no effect
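Primary screen. Calcium kinetics in induced HEK293 T-REx D2 cells: compound pre-addition 180 s, EC20 dopamine, 180 s more.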
D1 ag = agonists of human D1 dopamine receptor. P21728. HEK293 T-REx D1 cells, calcium flux, agonist mode. activation, % at 2 µM. 360,000 tested, 1% active. AID 504660; in the data active = activation above about 30%; also: 0% is about no effect
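Tetracycline-induced HEK293 TREx D1 cells, force-coupled to calcium signalling, were dye-loaded with a no-wash calcium kit. Compound was pin-added after a 10 s baseline. Fluorescence was read kinetically at 1 cycle/s for 180 s, with calcium rises flagged as agonism.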
Active calls of the source: *; ? = inconclusive; · = no result given; & = joins results of further samples; [ ] = dose if it differs, or a comment. Unless noted, calls follow the shape of the dose curve; as a rule, active = well fitted curve in the direction sought with a large enough effect; inconclusive = small, poorly fitted or top-dose-only effect, or another doubt; inactive = no such curve, though single readings can be large; an effect the other way counts as inactive or inconclusive. Not all compounds are listed; count on the stated rates, not on these rows.

Start of the data: the first 5 records, ahead of the listing:
RXFP1 agonist	Anesthetic bind	TRHR PAM	D1 potentiator	TRHR agonist	D1 antagonist	RXFP1 antag	D2 PAM	D1 ag	SMILES
-1.4%	-3%&-6%	5	-4	0.6	4	·	15	4	COc1cc(O)c(C(CCN2CCCCC2)c2cc(OC)c(OC)c(OC)c2)c(OC)c1 (centres undefined)
0.9%	-2%	-3	-3	0.2	8	0	1	1	COc1ccccc1C(=O)c1cn(CC(=O)Nc2ccccc2F)c2nc(C)ccc2c1=O
-1.0%	-11%	6	1	0.8	2	-10	-3	2	CC(C)(CO)NC(=O)CC1C(=O)NCCN1Cc1ccc(-c2ccccc2)cc1 (centres undefined)
-4.3%	-9%	1	-5	-0.8	2	10	-25	9	CCOc1ccc(Br)cc1S(=O)(=O)Nc1ncn[nH]1
0.5%	89%[activator]	-1	1	0.3	24	-4	·	0	COc1ccccc1Oc1coc2c(CN3CCN(C)CC3)c(O)ccc2c1=O

The listing (from the top)
RXFP1 agonist	Anesthetic bind	TRHR PAM	D1 potentiator	TRHR agonist	D1 antagonist	RXFP1 antag	D2 PAM	D1 ag	SMILES
-1.4%	-3%&-6%	5	-4	0.6	4	·	15	4	COc1cc(O)c(C(CCN2CCCCC2)c2cc(OC)c(OC)c(OC)c2)c(OC)c1 (centres undefined)
0.9%	-2%	-3	-3	0.2	8	0	1	1	COc1ccccc1C(=O)c1cn(CC(=O)Nc2ccccc2F)c2nc(C)ccc2c1=O
-1.0%	-11%	6	1	0.8	2	-10	-3	2	CC(C)(CO)NC(=O)CC1C(=O)NCCN1Cc1ccc(-c2ccccc2)cc1 (centres undefined)
-4.3%	-9%	1	-5	-0.8	2	10	-25	9	CCOc1ccc(Br)cc1S(=O)(=O)Nc1ncn[nH]1
0.5%	89%[activator]	-1	1	0.3	24	-4	·	0	COc1ccccc1Oc1coc2c(CN3CCN(C)CC3)c(O)ccc2c1=O
4.0%	-5%	-2	0	-0.5	-4	·	-10	0	COc1ccc2c(c1)cc(C(=O)N[C@H](C(=O)N1CCC[C@H]1C(=O)O)C(C)C)n2C
-0.3%	-12%	-3	·	1.1	-20	-1	-7	14	COc1ccc(NC(=O)COc2ccc(S(=O)(=O)N3CCOCC3)cc2C)cc1OC
-1.4%	-6%	-3	-3	0.1	5	-14	1	3	COCCNC(=O)c1cc(S(=O)(=O)N(C)c2ccccc2OC)ccc1C
2.5%	-20%	-11	-8	-0.4	-35*	-6	3	4	CCOc1ccc(C(=O)Nc2ccc(N3CCN(C)CC3)cc2)cc1Br
-0.7%	-9%	6	-8	1.3	-3	0	-6	2	N=c1c2c(ncn1Cc1ccco1)Oc1c(ccc3ccccc13)C2c1ccccc1 (centres undefined)
0.6%	2%	3	-10	-0.6	-10	9	6	7	CC(C)CC(NC(=O)C(Cc1ccc(OCc2ccccc2)cc1)NC(=O)OC(C)(C)C)C(N)=O (centres undefined)
-0.2%	-2%	-5	-6	0.1	-6	19	-4	0	Cc1ccccc1C(=O)Oc1ccccc1C(=O)N1CCOCC1
3.0%	-14%	4	-1	-0.3	17	-1	·	3	O=C1CC(c2ccco2)Cc2nc(Nc3nc(-c4ccccc4)c4ccccc4n3)ncc21 (centres undefined)
10%	-8%	-1	-5	0.4	-4	2	3	1	O=C(NCCN=C1NS(=O)(=O)c2ccccc21)c1ccc2nccnc2c1
-2.2%	-18%	6	-9	-1.7	9	6	-4	0	COc1ccc2c(c1)-c1nc(/N=C/c3ccc(O)c(OC)c3)sc1CC2
0.8%	-2%	-4	1	0.0	-5	13	5	0	O=C(COc1ccc(Cl)cc1)Nc1sc2c(c1C(=O)Nc1cccc(Cl)c1)CCCC2
2.6%	-3%	3	-2	0.3	2	11	2	-1	CN(NS(=O)(=O)c1ccc(Cl)cc1)c1cnn(C)c(=O)c1Cl
0.0%	?	2	8	0.2	11	-1	7	5	O=C(CSC1=NCCN1)NC12CC3CC(CC(C3)C1)C2
-0.8%	-1%	8	-3	-0.3	-9	7	14	19	O=C1CC(c2ccccc2)Sc2nc(-c3ccccc3)c(-c3ccccc3)n21 (centres undefined)
0.0%	-5%	4	-1	0.8	-4	·	7	0	COc1ccc(-c2c(C)nn3c4c(cnc23)C(=O)CC(c2ccccc2)C4)cc1 (centres undefined)
0.3%	-12%	6	-8	0.4	-3	-8	12	2	CCCN(CCC)S(=O)(=O)c1ccc(NC(=O)C2CCCO2)cc1 (centres undefined)
-0.1%	7%	-4	-8	-0.5	9	12	-1	1	Cc1ccc(N=CC2=C(O)CC(c3cccc(Cl)c3)CC2=O)cc1 (centres undefined)
-2.2%	-11%	-5	-3	0.3	-11	-5	·	2	COc1ccc(NC(=S)N(CCCN2CCCC(C)C2)Cc2cccs2)cc1 (centres undefined)
1.5%	28%	5	-2	2.8	3	14	-14	1	CCOc1ccc2nc(NCCNC(=O)c3cc(OC)c(OC)c(OC)c3)c(C#N)cc2c1
-1.7%	-2%	3	3	-0.2	14	-5	-4	0	COCCN=C1NC(=O)C(CC(=O)Nc2cccc(Cl)c2C)S1 (centres undefined)

(listing goes on)
RXFP1 agonist	Anesthetic bind	TRHR PAM	D1 potentiator	TRHR agonist	D1 antagonist	RXFP1 antag	D2 PAM	D1 ag	SMILES
-0.1%	0%	10	4	0.4	-2	2	-3	1	O=C(Nc1ccc(F)cc1F)c1cc2ncc(CCCl)cn2n1
0.3%	·	1	-5	0.1	5	1	·	1	O=C(NNC(=O)c1cccc(S(=O)(=O)Nc2ccc(Cl)cc2)c1)c1ccc(=O)[nH]c1
0.3%	-3%	-4	0	1.1	-4	3	8	1	CC(C)CCn1nnc2sc(-c3ccccc3)cc2c1=O
1.4%	0%	8	2	0.2	-3	6	6	1	O=c1c2c3c(sc2nc2n1CCCC2)CCC3
0.7%	3%	6	-1	-0.5	-2	·	1	0	CCc1ccc(NCc2cc3ccc(OC)cc3n(CC(=O)Nc3ccc(F)cc3F)c2=O)cc1
0.0%	-5%	-4	-5	0.4	6	-3	6	4	COc1cc(/C=C\C(=O)O)cc(S(=O)(=O)N2CCCCCC2)c1OC
1.3%	·	1	-5	0.3	-2	-1	4	2	Cc1cc(NC(=O)CSCC(=O)Nc2cc(Cl)ccc2N2CCN(C)CC2)no1
1.0%	·	6	-10	1.2	-17	3	2	1	CC(=O)N1CCN(S(=O)(=O)c2cccc(C(=O)NC3CC3)c2)CC1
-2.9%	-6%	-3	-4	2.6	-23	9	16	11	O=C(CN1CCN(C(=O)c2c(F)cccc2F)CC1)Nc1ccccc1C(F)(F)F
1.2%	1%	6	-4	0.2	-14	-12	-4	8	O=C(COc1ccccc1F)NCc1ccc(-n2cccc2)cc1
0.8%	6%	-4	2	-1.0	-4	13	-3	1	COc1ccc(C)cc1NC(=O)Cc1c(C(=O)O)n(C)c2ccccc12
1.5%&-0.1%	-3%&-9%	-6&-7	-4&-2	-0.2&-1.0	-8&-8	-2	-4	3&0	COc1ccc(CNC(=O)CN(c2ccc(C)cc2)S(=O)(=O)c2c(C)noc2C)cc1
4.7%	6%	2	·	-1.5	-5	1	3	9	COc1cc(/C=C2\CCCc3c2nc2ccccc2c3C(=O)O)cc(Br)c1O
0.1%	-4%	-5	-4	-0.7	-6	5	3	1	C/C(=N\NC(=O)C1CCCC1)c1ccc(Cl)cc1Cl
1.8%	-3%	-3	-6	0.1	4	-26	-2	2	COc1ccc(S(=O)(=O)N2CCC(C(=O)NCC3CC3)CC2)cc1
9.5%	-6%	5	-1	-0.4	-14	·	-11	2	COc1ccc2c(C)c(CCC(=O)NC3CC3)c(=O)oc2c1
1.1%	·	1	-3	0.2	2	-8	1	1	CCOc1ccc(NC(=O)CN(C)C(=O)c2cn3ccccc3n2)cc1OCC
1.5%	6%	2	-2	0.5	10	-26	0	0	O=C(CSc1nc2c([nH]c3ccccc32)c(=O)n1-c1ccccc1)Nc1ccc(Cl)c(Cl)c1
-0.5%	-14%	-8	-3	0.4	1	-10	-9	2	Cc1nc2c(c(-c3ccccc3)c1C#N)C(=O)c1ccccc1-2
-2.8%	-5%	2	1	-0.1	2	6	-6	3	Cc1cccnc1NC(=O)C12CCC(C)(C(=O)O1)C2(C)C (centres undefined)
-18%	-15%	-12	-6	0.1	-8	-16	2	2	CC1CCN(C(=O)Cn2cc(SCC(=O)Nc3ccccc3)c3ccccc32)CC1
-3.2%	1%	0	4	0.6	-3	·	1	1	COc1cc(OC)cc(C(=O)Oc2c(Sc3ccccc3)c(C)nn2C(C)(C)C)c1
0.0%	·	4	-3	-0.6	3	-1	-1	0	CCCNC(=O)N1CCN(S(=O)(=O)c2ccc3c(c2)OCCO3)CC1
-3.6%	-18%	-4	-5	-0.8	7	?	10	2	NC(N)=N/N=C/c1cccc([N+](=O)[O-])c1O
0.0%	-7%	-8	-1	0.7	1	·	2	2	O=C(COC(=O)c1cc([N+](=O)[O-])ccc1NCc1ccccc1)NC1CCCCC1
-0.3%	0%	6	-2	0.1	10	-1	-9	2	CCOC(=O)N1CCN(C(=S)Nc2ccc3nc(N4CCN(CC)CC4)cc(C)c3c2)CC1
1.0%	-2%	1	-1	0.2	-30*	-5	8	5	O=C(Nc1nnc(C2CC2)s1)C1=NN(C2CCS(=O)(=O)C2)C(=O)CC1 (centres undefined)

Record cards, from the list above:
CCCNC(=O)N1CCN(S(=O)(=O)c2ccc3c(c2)OCCO3)CC1 is entered as RXFP1 agonist = 0.0%; Anesthetic bind = ·; TRHR PAM = 4; D1 potentiator = -3; TRHR agonist = -0.6; D1 antagonist = 3; RXFP1 antag = -1; D2 PAM = -1; D1 ag = 0
O=C(COc1ccccc1F)NCc1ccc(-n2cccc2)cc1 is entered as RXFP1 agonist = 1.2%; Anesthetic bind = 1%; TRHR PAM = 6; D1 potentiator = -4; TRHR agonist = 0.2; D1 antagonist = -14; RXFP1 antag = -12; D2 PAM = -4; D1 ag = 8
